cln2 rad14: NCI yeast anticancer drug screen, S. cerevisiae cln2 rad14 strain; AID 165; actives 8.3% (n = 78,000); % growth inhibition at 50 µM;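 note: 0% = growth of vehicle-only cultures of the same strain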
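Strain: cln2 rad14 yeast, altered in cell cycle control and DNA damage repair. Read-out: growth inhibition vs vehicle.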
yeast mec2-1: NCI yeast anticancer drug screen, S. cerevisiae mec2-1 strain. growth inhibition, % at 50 µM. actives 9% (n = 79,000);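 note: 0% = growth of vehicle-only cultures of the same strain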
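Compounds were applied to mec2-1 yeast cells. Their growth was then compared with that of vehicle-treated cultures to give growth inhibition.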
yeast mlh1 rad18: NCI yeast anticancer drug screen, S. cerevisiae mlh1 rad18 strain; growth inhibition, % at 50 µM; actives 11% (n = 79,000);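 note: 0% = growth of vehicle-only cultures of the same strain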
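Compound-treated yeast growth, normalised to vehicle controls. Strain bears defined DNA repair mutations.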
yeast sgs1 mgt1: NCI yeast anticancer drug screen, S. cerevisiae sgs1 mgt1 strain | actives 10% (n = 78,000) | % growth inhibition at 50 µM | AID 161;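 note: 0% = growth of vehicle-only cultures of the same strain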
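Mutant yeast exposed to compound; growth scored against vehicle-only wells.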
yeast rad50: NCI yeast anticancer drug screen, S. cerevisiae rad50 strain. growth inhibition, % at 50 µM. actives 10% (n = 79,000);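 note: 0% = growth of vehicle-only cultures of the same strain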
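Cells are treated with compound, grown, and their growth is then scored against vehicle-only cultures of the same repair-deficient yeast strain.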
yeast bub3: NCI yeast anticancer drug screen, S. cerevisiae bub3 mutant strain. growth inhibition, % at 50 µM. actives 9.9% (n = 78,000). AID 167;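 note: 0% = growth of vehicle-only cultures of the same strain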
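In this screen, a yeast mutant lacking normal mitotic checkpoint function is challenged with compound. Relative growth versus vehicle gives the inhibition value.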
Starred values were filed as active, the others as inactive. Cut-off read from the data, not from the text of the source: active = growth inhibition above about 70%; inactive = the rest.

1: COc1ccc2nc(C(C)(O)c3ccccc3)ccc2c1 (stereo not given)
2: O=C1NC(=O)C2(CCCC2=Nc2ccc(Br)cc2)C2C=CN(Cc3ccccc3)C=C12 (stereo not given)
3: CCCCOC(OCCCC)c1ccccc1
4: O=C(Nc1ccc(Cl)cc1)Nc1nnc(/C=C/c2ccc(Cl)c(Cl)c2)o1
5: O=C(N/N=C1\CCc2ccccc2C1)N/N=C1\CCc2ccccc2C1
6: CC12CCC(O)CC1=CCC1C2CCC2(C)C1CC1=CC(C#N)C(=O)NC12O (stereo not given)
7: NC(=S)N/N=C/c1ccc(Cl)c(Cl)c1
8: O=C(O)c1ccc(C2C(=O)N[C@@H]3CCC[C@H]23)cc1 (stereo not given in full)
9: O=C(Nc1cc(Cl)cc(Cl)c1)OCCCl
10: Nc1ccc([N+](=O)[O-])cc1O

| Compound | 1 | 2 | 3 | 4 | 5 | 6 | 7 | 8 | 9 | 10 |
| --- | --- | --- | --- | --- | --- | --- | --- | --- | --- | --- |
| cln2 rad14 | -6.8 | 2.4 | -18.6 | -14.2 | -5.8 | -65.4 | -16.0 | 6.0 | 92.0* | -28.6 |
| yeast mec2-1 | -8.2 | -4.2 | -9.5 | 19.4 | 17.1 | 6.8 | 5.8 | -5.8 | 93.0* | 8.8 |
| yeast mlh1 rad18 | -29.1 | 35.2 | 12.2 | -12.1 | 9.6 | 17.2 | 33.0 | -32.1 | 92.5* | 23.5 |
| yeast sgs1 mgt1 | 6.0 | 6.3 | 20.7 | 3.6 | 11.7 | 1.4 | 21.1 | -22.1 | 93.8* | 1.9 |
| yeast rad50 | -1.6 | 0.2 | -26.5 | -6.2 | 20.4 | 3.5 | 24.0 | -33.0 | 90.8* | 20.6 |
| yeast bub3 | 2.6 | 3.6 | -1.8 | -4.8 | -18.9 | -0.3 | 26.7 | -12.9 | 92.6* | 7.7 |

11: CCN(CC)CCC1CC/C(=C\c2ccc(OC)cc2)C1=O (stereo not given)
12: Cc1c2c(c(O)c3sccc13)C(C)(C)OC2=O
13: C[C@]12CC[C@H](OC3CCCCO3)CC1=CC[C@@H]1C2CC[C@]2(C)/C(=N/OCCC#N)CCC12 (stereo not given in full)
14: CCOC(CCC#N)c1ccc(C)cc1 (stereo not given)
15: CC(C)(C)CC(C)(C)c1ccc(Oc2ccc([N+](=O)[O-])cc2S(=O)(=O)O)cc1
16: C=C(C(=O)O)c1ccccc1
17: Cc1c2cc[n+](C)cc2c(C)c2c1sc1ccccc12
18: O=C1C=C(c2ccccc2)O/C1=C\C(=O)c1ccc(Cl)cc1
19: CCCCCCCCCCOC(=O)c1cccnc1
20: O=C(/C=C\c1ccccc1)Nc1c(Cl)cc(Cl)cc1Cl

| Compound | 11 | 12 | 13 | 14 | 15 | 16 | 17 | 18 | 19 | 20 |
| --- | --- | --- | --- | --- | --- | --- | --- | --- | --- | --- |
| cln2 rad14 | 21.1 | -59.0 | -49.4 | 25.2 | -23.4 | 5.0 | 91.5* | 87.5* | -1.4 | -8.8 |
| yeast mec2-1 | -4.3 | -1.8 | 15.2 | 5.7 | 0.1 | -5.6 | 91.2* | 90.9* | 39.3 | 10.5 |
| yeast mlh1 rad18 | 21.9 | -3.1 | 28.1 | 22.3 | 24.7 | 4.2 | 91.5* | 84.5* | 80.5* | 23.3 |
| yeast sgs1 mgt1 | 27.9 | -9.6 | -3.9 | 34.1 | 64.5 | 11.3 | 90.8* | 86.4* | 30.6 | 9.1 |
| yeast rad50 | 18.3 | -3.8 | 16.9 | 10.2 | 14.8 | 0.7 | 39.4 | 89.3* | -5.5 | 0.7 |
| yeast bub3 | -2.5 | -26.4 | 3.3 | 0.8 | 5.5 | -6.7 | 92.7* | 88.0* | 78.2* | 39.5 |

21: NC(=S)N/N=C1\CCCCC1C(O)(C(F)(F)Cl)C(F)(F)Cl (stereo not given)
22: CC(O)C(=O)OCCOCCO (stereo not given)
23: Cc1ccc(C)c(NC(=O)Oc2ccc(Cl)cc2Cc2ccccc2)c1
24: CN1CCN(C(=O)c2cccc3cccc(C(=O)O)c23)CC1
25: N#CC(C#N)=CNC(=S)Nc1ccc(Cl)c(Cl)c1
26: CC(=O)C(N)C(C)C (stereo not given)
27: Cc1nc2c(sc3ccccc3n2C)c2nc3c(sc4ccccc4n3C)c(C)c12
28: CCOC(=O)C1=C(O)CSC1=Nc1ccccc1
29: c1ccc(OCCCOc2ccccc2)cc1
30: COc1ccccc1/C=N/NS(=O)(=O)c1ccc(NC(C)=O)cc1

| Compound | 21 | 22 | 23 | 24 | 25 | 26 | 27 | 28 | 29 | 30 |
| --- | --- | --- | --- | --- | --- | --- | --- | --- | --- | --- |
| cln2 rad14 | -8.9 | -29.0 | 11.8 | 38.6 | 37.7 | 7.9 | -24.4 | -9.3 | -5.8 | -14.7 |
| yeast mec2-1 | -33.8 | 14.6 | -3.5 | 97.7* | 39.7 | -3.7 | -4.2 | 5.6 | 10.8 | -7.0 |
| yeast mlh1 rad18 | -25.2 | 19.9 | 7.1 | 9.9 | 62.5 | 8.0 | 15.1 | 22.9 | 61.9 | -4.2 |
| yeast sgs1 mgt1 | -19.1 | 26.9 | 0.1 | 77.6* | 47.6 | 19.2 | 1.4 | -12.8 | 13.0 | 14.1 |
| yeast rad50 | -26.2 | 10.7 | 5.3 | 85.0* | 44.1 | 5.4 | -4.0 | -16.3 | -4.2 | 0.8 |
| yeast bub3 | -11.5 | -9.5 | 8.2 | 51.8 | 36.0 | 1.6 | -2.6 | -1.7 | 10.3 | -41.3 |

Copied from the listing (eleven entries):
20: O=C(/C=C\c1ccccc1)Nc1c(Cl)cc(Cl)cc1Cl
21: NC(=S)N/N=C1\CCCCC1C(O)(C(F)(F)Cl)C(F)(F)Cl (stereo not given)
22: CC(O)C(=O)OCCOCCO (stereo not given)
23: Cc1ccc(C)c(NC(=O)Oc2ccc(Cl)cc2Cc2ccccc2)c1
24: CN1CCN(C(=O)c2cccc3cccc(C(=O)O)c23)CC1
25: N#CC(C#N)=CNC(=S)Nc1ccc(Cl)c(Cl)c1
26: CC(=O)C(N)C(C)C (stereo not given)
27: Cc1nc2c(sc3ccccc3n2C)c2nc3c(sc4ccccc4n3C)c(C)c12
28: CCOC(=O)C1=C(O)CSC1=Nc1ccccc1
29: c1ccc(OCCCOc2ccccc2)cc1
30: COc1ccccc1/C=N/NS(=O)(=O)c1ccc(NC(C)=O)cc1

| Compound | 20 | 21 | 22 | 23 | 24 | 25 | 26 | 27 | 28 | 29 | 30 |
| --- | --- | --- | --- | --- | --- | --- | --- | --- | --- | --- | --- |
| cln2 rad14 | -8.8 | -8.9 | -29.0 | 11.8 | 38.6 | 37.7 | 7.9 | -24.4 | -9.3 | -5.8 | -14.7 |
| yeast mec2-1 | 10.5 | -33.8 | 14.6 | -3.5 | 97.7* | 39.7 | -3.7 | -4.2 | 5.6 | 10.8 | -7.0 |
| yeast mlh1 rad18 | 23.3 | -25.2 | 19.9 | 7.1 | 9.9 | 62.5 | 8.0 | 15.1 | 22.9 | 61.9 | -4.2 |
| yeast sgs1 mgt1 | 9.1 | -19.1 | 26.9 | 0.1 | 77.6* | 47.6 | 19.2 | 1.4 | -12.8 | 13.0 | 14.1 |
| yeast rad50 | 0.7 | -26.2 | 10.7 | 5.3 | 85.0* | 44.1 | 5.4 | -4.0 | -16.3 | -4.2 | 0.8 |
| yeast bub3 | 39.5 | -11.5 | -9.5 | 8.2 | 51.8 | 36.0 | 1.6 | -2.6 | -1.7 | 10.3 | -41.3 |

Compound profiles, as listed above. Values in the order: cln2 rad14, yeast mec2-1, yeast mlh1 rad18, yeast sgs1 mgt1, yeast rad50, yeast bub3
CCOC(=O)C1=C(O)CSC1=Nc1ccccc1 as listed: -9.3, 5.6, 22.9, -12.8, -16.3, -1.7
c1ccc(OCCCOc2ccccc2)cc1 as listed: -5.8, 10.8, 61.9, 13.0, -4.2, 10.3

More entries:
31: CCOC(=O)/C=C(C)/C=C/C1C(C)=CCCC1(C)C (stereo not given)
32: O=C(N/C(=C\c1ccc([N+](=O)[O-])cc1)c1nc2ccccc2[nH]1)c1ccccc1
33: Cc1ccc(CCCC(N)=O)cc1
34: CC(C)(C)c1cc(CO)c(Sc2c(CO)cc(C(C)(C)C)cc2CO)c(CO)c1
35: CC(=O)C1(O)CCC2C3CCC4CC(=O)CCC4(C)C3C(=O)CC21C (stereo not given)
36: CCOC(=O)CCC(=O)Oc1ccc2c(c1OC(=O)CCC(=O)OCC)C(=O)c1ccccc1C2=O
37: CCC/C(CC)=N\Nc1ccc([N+](=O)[O-])cc1[N+](=O)[O-]
38: CCCCCCC(CC)C(N)=O (stereo not given)

| Compound | 31 | 32 | 33 | 34 | 35 | 36 | 37 | 38 |
| --- | --- | --- | --- | --- | --- | --- | --- | --- |
| cln2 rad14 | 29.4 | -37.9 | 4.1 | 26.8 | 27.9 | 66.0 | 30.9 | -7.8 |
| yeast mec2-1 | 26.5 | 6.5 | -0.1 | 8.3 | -24.8 | 78.8* | 9.4 | 7.8 |
| yeast mlh1 rad18 | 28.8 | 23.8 | 2.5 | 19.8 | -10.6 | 95.0* | -4.1 | -7.6 |
| yeast sgs1 mgt1 | 27.8 | 8.3 | 8.8 | 23.1 | 2.2 | 83.0* | -2.4 | -4.1 |
| yeast rad50 | 41.3 | 29.1 | 32.1 | 38.0 | 4.4 | 87.5* | -6.9 | 9.1 |
| yeast bub3 | 23.0 | 17.9 | -2.1 | 4.3 | 13.6 | 60.5 | 12.9 | -8.2 |
